# Source: PubChem
# D1 allo mod: D1 CRE-luciferase signal change, two-sided – cell-based, HEK293 D1, dopamine EC30, D1 allosteric modulator project, primary screen; dopamine EC30 potentiation; actives deviate in either direction; B-score at 10 µM; 5.9% of 58,000 active; AID 641, 2007;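 active = luminescence count or its row- and column-corrected plate score outside the 99.7% band of the plate's sample wells, on either side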
# AP complement: alternative complement pathway inhibitors, primary screen, biochemical, ELISA, human serum, orthogonally pooled compounds; LPS-coated ELISA, C3 deposition; tested in compound mixtures; inhibition, % at 5 µM; 0.08% of 62,000 active; AID 1235, 2008;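 active = inhibition above 30% in each of the two pooled mixtures holding the compound, so the lower value exceeds 30%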;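 note: 0% = serum in Mg-EGTA without compound and 100% = EDTA serum blank; some compounds past the cut are filed as inactive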
#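 Test system – human serum alternative complement pathway, C3 deposition on LPS-coated wells · Buffer or medium – diluted human serum in Mg2+-EGTA GVB++ · Compound dosing – 5 µM each compound, pools of ten, 50 µM per pool · Schedule – 1 h serum-compound exposure at 37 °C · Measured by – Anti-C3 ELISA, OD 450 nm · Read-out basis – percent inhibition of C3 deposition onto LPS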
# Ec RNAP inh: E. coli RNAP inhibitors, biochemical. AID 559, 2006. E. coli RNA polymerase, fluorescence transcription assay. 0.2% of 62,000 active. DNA-directed RNA polymerase subunit beta (Escherichia coli (strain K12)), P0A8V2. inhibition, %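 (tested at 10 µM)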; in the data active = inhibition above about 20%;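 note: 0% = enzyme without compound and 100% = no enzyme blank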
# tolC growth inh: growth inhibitors of E. coli tolC mutant, primary screen, strain BW25113 ΔtolC::kan, 384-well; growth inhibition, % at 10 µM (by protocol); 2.2% of 65,000 active; OD615;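 active = growth inhibition at or above a cutoff equal to the mean over every tested compound plus 3 SD, cut at about 60% in these data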;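 note: growth measured after 20 h incubation at 37 °C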
#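 Doses: one dose of 10 µM final / Material: E. coli BW25113 ΔtolC::kan, tolC deletion mutant strain / Buffer or medium: LB with kanamycin 50 µg/mL / Evaluation: percent growth inhibition / Detection: optical density read at 615 nm / Incubation: 37 °C, 20 h exposure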
# Cdc25B inh: inhibitors of Cdc25B phosphatase catalytic domain, primary screen, biochemical, OMFP fluorescence | M-phase inducer phosphatase 2 (Homo sapiens), P30305 | AID 368, 2006 | recombinant Cdc25B, OMFP fluorescence Ex485/Em525 | 0.1% of 65,000 active | inhibition, %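 (compounds tested at 10 µM final in the well)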; in the data active = inhibition above about 50%
# Target sequence (P30305 whole entry, looked up, the tested form may be a part): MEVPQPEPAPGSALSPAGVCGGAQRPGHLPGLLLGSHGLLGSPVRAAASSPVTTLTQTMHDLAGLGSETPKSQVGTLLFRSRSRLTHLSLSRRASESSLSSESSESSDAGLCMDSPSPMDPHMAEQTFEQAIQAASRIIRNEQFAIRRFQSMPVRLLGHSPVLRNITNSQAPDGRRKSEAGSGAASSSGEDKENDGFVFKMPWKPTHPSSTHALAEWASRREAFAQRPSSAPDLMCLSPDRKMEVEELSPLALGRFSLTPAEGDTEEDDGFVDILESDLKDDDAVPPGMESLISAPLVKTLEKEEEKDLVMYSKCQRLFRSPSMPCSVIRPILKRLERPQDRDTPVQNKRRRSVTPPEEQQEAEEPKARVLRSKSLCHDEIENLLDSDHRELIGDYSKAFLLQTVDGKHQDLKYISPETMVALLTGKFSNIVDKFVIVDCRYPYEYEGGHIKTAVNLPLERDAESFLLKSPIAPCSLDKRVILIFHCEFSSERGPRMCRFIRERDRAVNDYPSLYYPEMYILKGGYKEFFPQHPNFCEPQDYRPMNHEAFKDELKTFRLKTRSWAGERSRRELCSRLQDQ
# CatB mixtures: cathepsin B inhibitors from pooled compounds, primary screen, biochemical, compound mixtures, AMC fluorescence; inhibition, %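 (ten-compound pools at 5 µM per compound and 50 µM total)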; Purified cathepsin B, AMC dipeptide fluorescence; 0.06% of 62,000 active; AID 488, 2006; in the data active = inhibition above about 22%, passing the limit was not always enough;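 note: 0% = enzyme without compound and 100% = no enzyme blank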
# DUSP1 inh: MKP-1 phosphatase inhibitors, primary screen, biochemical, in vitro. Dual specificity protein phosphatase 1 (Homo sapiens), P28562. recombinant MKP-1, OMFP hydrolysis fluorescence. inhibition, %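 (compounds tested at a single concentration somewhere between 10 and 100 µM)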. 0.15% of 65,000 active. AID 374, 2006;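 active = inhibition above about 50%, limit read from the data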;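 note: 0% = DMSO max control wells and 100% = wells with enzyme stopped by NaOH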
# Target sequence (P28562 whole entry, looked up): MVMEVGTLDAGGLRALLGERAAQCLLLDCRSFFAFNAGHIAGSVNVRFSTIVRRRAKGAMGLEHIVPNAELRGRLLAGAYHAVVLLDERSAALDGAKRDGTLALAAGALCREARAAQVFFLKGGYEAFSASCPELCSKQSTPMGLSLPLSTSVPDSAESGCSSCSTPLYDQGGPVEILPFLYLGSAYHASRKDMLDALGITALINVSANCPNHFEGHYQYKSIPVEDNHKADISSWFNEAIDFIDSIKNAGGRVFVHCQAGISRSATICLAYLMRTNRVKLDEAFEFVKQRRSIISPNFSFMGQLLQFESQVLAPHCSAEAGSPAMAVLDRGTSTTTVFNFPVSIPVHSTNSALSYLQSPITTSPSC
# CatB block: human cathepsin B inhibitors, primary screen, biochemical, fluorogenic substrate | P07858 | purified cathepsin B, fluorescence | inhibition, %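 (tested at 10 µM)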 | 0.1% of 63,000 active | AID 453, 2006; in the data active = inhibition above about 21%;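 note: 0% = enzyme with no compound and 100% = no enzyme blank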
# Hsp90 inh: tumor Hsp90 inhibitors, primary screen, cell lysate, fluorescence polarization, NCI-N417 lysate. Cy3B-geldanamycin FP displacement. AID 429, 2006. Heat shock protein HSP 90-alpha (Homo sapiens), P07900. inhibition, % at 30 µM. 0.35% of 64,000 active;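 active = inhibition above 50%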;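 note: 0% = tracer plus lysate wells and 100% = tracer alone without lysate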
# Active calls of the source: *; nt = not tested or not shown.
SMILES,D1 allo mod,AP complement,Ec RNAP inh,tolC growth inh,Cdc25B inh,CatB mixtures,DUSP1 inh,CatB block,Hsp90 inh
O=C1CN(C(=O)CSc2nnnn2-c2ccc(Cl)cc2)c2ccccc2N1,-0.36,-13,3,9,0,0,2,3,-7
O=C(CN(CCCN1CCOCC1)C(=O)Cn1nnc(-c2ccc(F)cc2)n1)NC1CCCCC1,-0.95,-6,10,-9,0,4,3,3,-6
Cn1c(CN2CCOCC2)nnc1SCC(=O)Nc1ccc2c(c1)OCCO2,nt,21,9,-7,-5,-2,10,-1,-4
COC(=O)C1=C(C(=O)c2ccc(C)cc2)C(c2ccc(OC)c(OC)c2)n2nnnc2N1 (stereo not drawn),-0.19,17,4,-6,0,0,13,0,1
O=C(CN1CCC(n2nnc3cc(C(F)(F)F)ccc32)CC1)N1CCc2ccccc21,0.26,13,-1,16,-10,2,8,2,-3
O=S(=O)(c1ccc(N2CCCC2)cc1)C(F)(F)F,nt,-7,-4,28,-13,-2,-8,2,-1
O=C(Cn1nc(-c2ccccc2)ccc1=O)NCC1COCCO1 (stereo not drawn),nt,5,2,-8,-3,2,10,0,3
Cc1cc(C(C)(C)C)cc(C)c1COC(=O)C1CCC(=O)N1 (stereo not drawn),-0.07,51,0,9,-4,1,31,2,-3
Nc1nc(-c2ccco2)nc(N2CCCCC2)n1,10*,4,6,-5,1,3,14,1,-6
O=C1CC(N2CCN(C3CCc4ccccc4C3)CC2)C(=O)N1c1ccccc1 (stereo not drawn),-0.39,7,10,-10,0,7,-1,-3,-3
COc1ccccc1NC(=O)N(Cc1ccco1)Cc1cc2c(C)ccc(C)c2[nH]c1=O,nt,14,4,29,1,7,13,-5,-5
COCCN(CC(=O)NCc1ccc(F)cc1)C(=O)CCC(=O)Nc1nccs1,0.51,16,-2,-9,-5,3,5,6,-4
O=C(NCCN1CCC(Cc2ccccc2)CC1)C1CCCN(S(=O)(=O)c2cnc[nH]2)C1 (stereo not drawn),0.2,-5,6,-9,-1,-3,-5,-3,-3
CC(=O)c1ccc(N2CCN(CCC#N)CC2)c(F)c1,0.29,21,11,-11,-13,2,8,3,0
CN(c1ccccc1)S(=O)(=O)c1cccc(C(=O)N2CCN(c3ccccn3)CC2)c1,nt,-10,-5,17,-28,-2,27,1,nt
Cc1cccc(C(=O)N2CCN(Cc3ccc4c(c3)OCO4)CC2)c1,-1.4,21,4,-11,3,5,4,-3,-1
C=CCOc1ccccc1CNCc1cccnc1,-0.025,-2,3,-14,-6,3,-6,-6,2
Cc1ccc(C)c(S(=O)(=O)NCCOC(=O)Nc2sc(=S)n(C)c2C)c1,-0.011,10,3,5,-4,1,13,9,nt
COc1ccc(C(=O)N2CCN(S(=O)(=O)c3cc(Cl)ccc3OC)CC2)cc1,0.38,4,7,0,-13,4,6,3,2
Cc1csc(=Nc2c(C)n(C)n(-c3ccccc3)c2=O)n1Cc1ccccc1,-0.015,-3,1,-1,1,-5,6,3,4
COc1ccc(CN2CCN(S(=O)(=O)c3ccc(NC(C)=O)cc3)CC2)cc1OC,5.2*,-5,8,-9,-1,0,-18,-2,5
O=C(CN(C1CCCCC1)S(=O)(=O)c1ccc(F)cc1)NCc1ccncc1,-0.57,-6,8,6,nt,-3,nt,4,nt
O=C(Nc1cnn(Cc2ccc(Cl)cc2Cl)c1)c1cc(-c2cccs2)on1,0.15,16,2,8,-9,3,5,-5,-2
COc1ccc(-c2nnc3sc(C(C)N4C(=O)c5ccccc5C4=O)nn23)cc1 (stereo not drawn),9.3*,-17,-10,10,1,3,25,-2,-2
COCCN(CC(=O)Nc1ccccc1C)S(=O)(=O)c1ccc(S(=O)(=O)N2CCCC2)cc1,0.034,10,4,-19,-6,-8,8,0,-1
O=C(NCc1ccccc1)c1cnc2n(c1=O)CCS2,-3.5*,8,7,-21,-9,3,0,2,-2
CCC1(CC)Cc2ccccc2C(N)=C1C#N,nt,11,14,41,5,6,8,4,-3
CC1CCCCC1NS(=O)(=O)c1ccc(S(=O)(=O)NCc2ccncc2)cc1 (stereo not drawn),-1.5,-2,6,-6,-16,4,81*,-3,-1
O=S(=O)(c1ccc(S(=O)(=O)N2CCN(C/C=C/c3ccccc3)CC2)cc1)N1CCCC1,-1.5,-1,7,-21,-1,0,1,0,-1
CCC(C)Sc1nc2c(c(=O)[nH]c(=O)n2C)n1CCc1ccccc1 (stereo not drawn),21*,nt,nt,5,0,nt,23,nt,-2
CC(=O)Nc1cccc(Cn2cccn2)c1,-0.14,-7,-6,2,-2,1,-17,-8,0
O=C1CC(N(O)c2ccccc2)C(=O)N1Cc1ccccc1 (stereo not drawn),-4.1,-2,2,6,19,2,5,2,21
COc1cc(C)nc(N(Cc2ccccc2)S(=O)(=O)c2ccccc2)n1,-0.04,11,3,55,-8,-1,2,-2,-5
COc1ccc(OC)c(C(O)c2nc3ccccc3n2C(C)C)c1 (stereo not drawn),-0.049,19,5,16,-21,3,22,5,6
OC(CNCC1CCCO1)Cn1c2ccccc2c2ccccc21 (stereo not drawn),nt,9,4,12,-5,3,8,-7,-1
CCCn1c(SCc2ccc(Cl)cc2)nc2c1c(=O)[nH]c(=O)n2C,5.2*,7,11,25,-12,3,-4,3,-3
O=C1CCCN1c1ccc(S(=O)(=O)NCc2ccco2)cc1,nt,nt,9,11,-20,nt,-19,-2,-2
CCOC(=O)Cc1nnc(NC(=O)C(CC)Sc2nncn2C)s1 (stereo not drawn),-0.2,14,-1,-5,-11,1,4,9,-3
O=C(O)[C@H](Cc1ccccc1)NC(=O)N1CCOCC1,0.067,11,4,-16,1,5,-14,-4,-4
CCOC(=O)Nc1cccc(Nc2ccccc2)c1,1.9,-21,5,16,-10,1,-4,4,4
CCOC(=O)C1CCN(S(=O)(=O)c2ccc(NC(=O)OC)cc2)CC1,-0.46,17,1,-2,-18,3,-4,4,0
CC(CN1CCN(C)CC1)OC(=O)c1ccccc1Cl (stereo not drawn),nt,7,9,-3,-8,-2,13,3,nt
CS(=O)(=O)N1CCN(C2CCN(Cc3ccccc3)CC2)CC1,-0.026,10,6,-26,-8,2,24,6,-2
CCC(C)NC(=O)C(Cc1ccccc1)n1cccc1 (stereo not drawn),-0.18,18,8,-9,-3,4,-3,6,-2
O=C(CN1CCCCC1)Nc1cc(Cl)ccc1Cl,0.15,-2,-4,-10,-7,-3,-1,1,-3
CC1Cc2ccccc2N1C(=O)CCNS(=O)(=O)c1cccc2nsnc12 (stereo not drawn),-0.77,13,-6,6,-8,0,-6,4,-1
COc1ccccc1NC(=O)CN1C(=O)C2(OCCCO2)c2ccccc21,-2.6*,-6,-1,-6,3,-7,26,-5,-5
Cc1ccc(-c2noc(CCC(=O)NCCc3ccccc3Cl)n2)cc1,0.11,2,3,9,-8,-8,-8,1,-2
COc1ccc(-c2noc(CCC(=O)Nc3cccc(C)c3)n2)cc1,-0.1,22,4,12,0,0,-12,-5,1
CC1CCCCN1C(=O)CSc1nc2ccccc2n1CC(=O)N1CCc2ccccc21 (stereo not drawn),nt,-9,-9,8,8,-3,11,2,-2

# Quoted from the listing:
# `O=C1CN(C(=O)CSc2nnnn2-c2ccc(Cl)cc2)c2ccccc2N1` in D1 allo mod shows -0.36
# `O=C(CN1CCCCC1)Nc1cc(Cl)ccc1Cl` in Cdc25B inh shows -7

# With a hit mark in DUSP1 inh (from the list above):
Structure | D1 allo mod | AP complement | Ec RNAP inh | Cdc25B inh | CatB mixtures | DUSP1 inh | CatB block
CC1CCCCC1NS(=O)(=O)c1ccc(S(=O)(=O)NCc2ccncc2)cc1 (stereo not drawn) | -1.5 | -2 | 6 | -16 | 4 | 81* | -3

# (more compounds)
SMILES,D1 allo mod,AP complement,Ec RNAP inh,tolC growth inh,Cdc25B inh,CatB mixtures,DUSP1 inh,CatB block,Hsp90 inh
CCOc1cc2[nH]c(=O)n(CCCCC(=O)NCc3ccco3)c(=O)c2cc1OCC,-0.25,25,7,-8,0,9,3,1,-1
CSc1ccc(/C=N/n2c(C)cc(C)cc2=O)cc1,-0.85,14,5,9,-9,3,-3,0,-4
C=CCN1C(=O)CS/C1=N/c1nccs1,2.6,16,6,1,-8,4,-1,6,-2
COCCOC(=O)c1c(C)oc2ccc(OC(=O)c3cccs3)cc12,0.0078,-1,9,40,-23,-2,-2,-3,nt
COc1cccc(N=C2SC(C(=O)Nc3ccc(F)cc3)CC(=O)N2C)c1 (stereo not drawn),0.55,12,8,13,-15,6,7,-6,-4
CN1CCN(CCP(=O)(c2ccccc2)c2ccccc2)CC1,nt,-6,8,-13,0,0,17,2,nt
Cc1cc(O)c(NC(=O)c2ccc(Br)o2)cc1C,-0.6,3,9,-11,-12,-7,-17,1,-2
COC(=O)Nc1ccc(S(=O)(=O)N(CCO)CC(F)(F)C(F)F)cc1,-2.2,13,1,-2,-8,1,11,0,-4
COc1ccc(C(=O)Nc2nc3ccccc3[nH]2)cc1OC,-1.9,-6,10,4,-8,2,1,1,0
COC(=O)C(C)Sc1nnc(Cc2cc(=O)[nH]c(=O)[nH]2)n1-c1cc(C)ccc1C (stereo not drawn),-0.23,10,6,-10,-9,-2,11,2,-3
COc1ccc(CN2CCN(C(=O)c3cccs3)CC2)cc1,-2.5,14,2,-3,-14,6,-7,2,-3
CC(=O)Nc1ccc(-c2nn3c(C)nnc3s2)cc1C,0.14,4,-4,-10,-11,0,6,3,-1
Cn1c(=NC(=O)CN2C(=O)C3CC=CCC3C2=O)sc2ccccc21 (stereo not drawn),1.2,-7,3,13,-1,-6,7,0,-4
COc1cc(C2C(C(=O)N3CCOCC3)=C(C)NC3=C2C(=O)CCC3)ccc1OC(C)=O (stereo not drawn),-0.14,-7,7,-10,-2,3,10,0,-2
Cc1cccc(CC(=O)Nc2c3c(nn2-c2cccc(Cl)c2)CS(=O)C3)c1 (stereo not drawn),0.13,-9,-13,23,-8,-3,-16,-1,-1
Cc1noc(C)c1COC(=O)c1ccc2ccccc2n1,nt,10,4,-1,-2,3,4,1,-2
Cc1cc(C)c2cc(CN(Cc3ccco3)C(=O)NCc3ccccc3)c(=O)[nH]c2c1,-0.074,3,-5,7,-18,1,35,5,-4
Cc1nc(C)c(C(=O)OCC(=O)N2CCN(c3ccccc3)CC2)s1,-0.072,6,12,-5,-10,5,-2,3,-3
Cc1cc(NC2CCCCC2)nc(N2CCOCC2)n1,0.37,-6,1,-7,-3,1,-4,4,-4
Cc1cccc(-c2nc(CS(=O)CC(=O)N3CCN(C)CC3)c(C)o2)c1 (stereo not drawn),-0.96,7,5,-13,-3,2,-2,0,-3
CCOC(=O)C(OC(=O)c1sc(=S)n(C)c1C)C(C)=O (stereo not drawn),nt,nt,-8,2,25,nt,-10,-3,21
O=C(CSc1nnc(-c2cnccn2)n1Cc1ccco1)c1ccccc1,-0.66,1,7,-8,-1,1,22,1,-4
Cc1ccc(S(=O)(=O)n2nc(C)c(Br)c2C)c(C)c1C,-0.72,7,9,35,5,-1,-1,5,-3
